GLP1R ag – activates the human GLP-1 receptor | AID 624172 | hit rate 0.007% among 380,000 | HEK293 GLP-1R CRE-luciferase, luminescence, 4-6 h; cells express a hypersensitive GLP-1R form | Potency, µM (titrated, usually from 45.6 µM), inactives show at the top dose activation, hits mostly activators; further: potency means the concentration at half of the fitted maximal effect; % of control where 0% means no effect
Target sequence (P43220 whole entry, looked up): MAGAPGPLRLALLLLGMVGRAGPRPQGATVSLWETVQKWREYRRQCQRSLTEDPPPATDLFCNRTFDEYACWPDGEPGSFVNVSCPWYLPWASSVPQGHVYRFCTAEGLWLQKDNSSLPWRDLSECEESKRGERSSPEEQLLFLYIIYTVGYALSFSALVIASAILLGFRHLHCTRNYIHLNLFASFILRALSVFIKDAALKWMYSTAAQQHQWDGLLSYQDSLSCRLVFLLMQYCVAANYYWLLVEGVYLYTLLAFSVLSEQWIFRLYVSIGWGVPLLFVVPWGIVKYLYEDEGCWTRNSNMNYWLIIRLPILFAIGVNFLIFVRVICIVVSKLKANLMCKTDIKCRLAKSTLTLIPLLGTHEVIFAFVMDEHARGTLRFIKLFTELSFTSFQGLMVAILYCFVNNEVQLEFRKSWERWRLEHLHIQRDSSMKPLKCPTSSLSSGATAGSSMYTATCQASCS
DRD3 antagonist – blocks the human D3 dopamine receptor | max response, negative = inhibition, % | AID 652054 | hit rate 2.5% among 360,000 | D3R cells, DiscoveRx beta-arrestin luminescence, antagonist mode; stronger effect = lower value; in the data active means max response below about -50%; inconclusive means no clear call, values can overlap the other calls; further: on the % scale 0 is the no-effect control and ±100 the full control effect; mostly tested at two doses, the higher about 12 µM
Target sequence (P35462 whole entry, looked up): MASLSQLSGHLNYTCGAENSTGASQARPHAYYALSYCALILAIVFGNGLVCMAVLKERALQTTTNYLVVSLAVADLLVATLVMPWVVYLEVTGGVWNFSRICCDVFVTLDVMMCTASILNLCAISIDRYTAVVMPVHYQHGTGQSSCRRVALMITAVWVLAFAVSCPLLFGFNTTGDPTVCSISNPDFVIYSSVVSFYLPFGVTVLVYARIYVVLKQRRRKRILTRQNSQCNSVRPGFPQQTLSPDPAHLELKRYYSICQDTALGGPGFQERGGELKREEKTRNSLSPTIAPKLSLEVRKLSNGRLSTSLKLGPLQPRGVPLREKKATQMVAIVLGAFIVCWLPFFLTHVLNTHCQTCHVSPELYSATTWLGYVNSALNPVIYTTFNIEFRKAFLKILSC
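Cells plated overnight at 1500 cells/well, then exposed to library compounds with dopamine controls for 90 minutes at 37 degrees C. DiscoveRx reagent added for 30–60 minutes at room temperature; luminescence read, quantitative HTS format.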
HT1080 IDH1KD tx – kills HT-1080 cells with IDH1 knockdown | HT-1080 IDH1 knockdown viability, ATP luminescence, 48 h | Potency, µM (doses to about 46.1 µM), for inactives: top-dose activity, negative = toxicity, actives largely listed as cytotoxic | hit rate 2% among 360,000;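 further: potency means the concentration at half of the fitted maximal effect; 0% = DMSO wells and -100% = cell-free medium wells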
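IDH1KD HT-1080 cells, 750/well, RPMI + 5% FBS; compound pinned after 2 h settling; 48 h, 37 °C; CellTiter-Glo luminescence; % activity normalised to DMSO and no-cell wells; curves fitted, classed by r2 and efficacy.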
KB-V1 cytotox – kills drug-selected multidrug resistant KB-V1 cells; KB-V1 MDR cells viability, CellTiter-Glo, 72 h; AID 1347076; hit rate 3.4% among 400,000; Potency, µM (top dose mostly 46.1 µM), for the others: at the top dose activity change, negative = cytotoxicity, usual class: cytotoxic; further: potency means the concentration at half of the fitted maximal effect; on the % scale 0 is the no-effect control and ±100 the full control effect; nearly all actives have a fitted effect of over 60% in size
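Drug-selected KB-V1 cells, grown in DMEM lacking phenol red with 10% FBS, receive compound titrations; after three days at 37 degrees C, surviving cell ATP is quantified by CellTiter-Glo luminescence and responses normalized and curve-fitted.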
SW480 rerep – DNA re-replication induction in SW480 cells; AID 624297; hit rate 1.8% among 340,000; SW480 DNA re-replication, Hoechst DNA content imaging, 48 h; Potency, µM (doses to about 46.1 µM), without a hit: at the top dose re-replication activation, usual class: activators; further: potency means the concentration at half of the fitted maximal effect; % of control where 0% means no effect; nearly all actives have a fitted effect of over 55% in size
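Readout is total intensity of Hoechst-stained nuclei, excited at 405 nm and collected at 500-530 nm. Compound treatment lasted 48 hr at 37 C in 5% CO2 before staining.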
HT1080NT lethal – kills 2HG-producing HT-1080-NT fibrosarcoma cells | HT-1080-NT fibrosarcoma viability, CellTiter-Glo ATP luminescence, 48 h | Potency, µM (titrated, usually from 46.1 µM), for the others: at the top dose activity, negative = less viability, actives largely listed as cytotoxic | hit rate 1.6% among 360,000;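 further: NT is the 2HG producing partner of a matched IDH1 knockdown line; potency means the concentration at half of the fitted maximal effect; 0% = DMSO-treated cells and -100% = media-only wells without cells; nearly all actives have a fitted effect of over 55% in size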
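750 cells/well, RPMI + 5% FBS; 2 h settle, compound pin-transfer, 48 h at 37 degrees C. CellTiter-Glo 10 min RT, luminescence. Normalized to DMSO and media-only wells.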
DRD3 agonist – activates the human D3 dopamine receptor; P35462; D3R DiscoveRx beta-arrestin cells, luminescence, 90 min; hit rate 0.58% among 410,000; max activation, %; in the data active means max activation above about 30%; further: 0% is about no effect; mostly tested at two doses, the higher about 12 µM
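Agonist mode: compounds and dopamine controls were applied to plated cells for 90 min at 37 degrees C after an overnight attachment at 1500 cells/well. Luminescent read-out followed 30 - 60 minutes at room temperature with DiscoveRx detection reagent.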
IL1B secr inh – inflammasome signaling inhibition, IL-1 beta readout; THP-1 LPS/ATP IL-1B secretion, AlphaLISA, 16 h; stronger effect = lower value; activity change, % at 57.5 µM; hit rate 4.7% among 360,000; AID 743279; in the data active means activity change below about -50%; inconclusive means mostly about -30% to -49%; further: on the % scale 0 is the no-effect control and ±100 the full control effect
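THP-1 cells pretreated 1 hr with compounds (up to 57.5 uM final), then stimulated with LPS (250 ng/mL final) plus ATP (1.25 mM final); secreted IL-1B measured by AlphaLISA after 16 hr, decreased signal indicating inhibition.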
KB-3-1 cytotox – kills parental KB-3-1 adenocarcinoma cells | KB-3-1 viability, CellTiter-Glo ATP luminescence, 72 h | Potency, µM (doses to about 46.1 µM), without a hit: at the top dose activity change, negative = cytotoxic, usual class: cytotoxic | hit rate 1.4% among 400,000 | AID 1347075; further: potency means the concentration at half of the fitted maximal effect; on the % scale 0 is the no-effect control and ±100 the full control effect; nearly all actives have a fitted effect of over 60% in size
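Cells are dispensed, compounds pinned in, plates held at 37 °C for 72 h, then CellTiter-Glo is added and luminescence read after 10 minutes. Cell line: parental KB-3-1 in phenol-red-free DMEM, 10% FBS.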
Numbers without * were called inactive; ? = inconclusive; . = not tested or not shown; [ ] = another dose, or the depositor's remark. Unless noted, the call rests on the fitted dose curve; in most records, active means well fitted curve in the direction sought with a large enough effect; inconclusive means small, poorly fitted or top-dose-only effect, or another doubt; inactive means no such curve, though single readings can be large; an effect the other way counts as inactive or inconclusive.

SMILES	GLP1R ag	DRD3 antagonist	HT1080 IDH1KD tx	KB-V1 cytotox	SW480 rerep	HT1080NT lethal	DRD3 agonist	IL1B secr inh	KB-3-1 cytotox
CSc1cc(-c2ccncc2)nc(-c2ccc(Cl)cc2)c1	9%	18	-10%	2%	15%	-19%	10	-17	8%
OC(c1ccc(F)cc1)C(CN1CCOCC1)c1ccccc1 (configuration not stated)	9%	-15	5%	2%	-7%	2%	1	19	-7%
CCCCn1c(CCCNC(=O)c2ccco2)nc2ccccc21	10%	5	-1%	-4%	-1%	-9%	4	36	3%
CN(Cc1ccccc1)C(=S)NC(=O)c1ccc(-c2ccccc2)cc1	7%	-8	?	3%	1%	-25%	19	-8	1%
Cc1ccc(S(=O)(=O)N2CC(C(=O)O)=CC[C@H]2c2ccc(Cl)cc2)cc1	-6%	0	-2%	-6%	-5%	8%	-10	3	0%
CCCCOC(=O)c1cc(=O)[nH]c2ccc(C)cc12	-2%	23	-3%	18µM*	5%	1%	10	32	15µM*
O=C(C1=C[C@@H](c2ccc(Br)cc2)C[C@@H](OCCCCO)O1)N1CCN(Cc2ccc3c(c2)OCO3)CC1	15%	2	-2%	-8%	-4%	-14%	-4	?	?
CCC1CCCN1Cn1cnc2c([nH]c3ccc(OC)cc32)c1=O (configuration not stated)	-8%	-73*	2%	0%	-1%[9.22 µM]	2%	-8	-13	15%
Cc1cccc(CC2S/C(=N/N=C/c3ccco3)NC2=O)c1 (configuration not stated)	5%	-8	7%	3%	-4%	11%	9	0	7%
CC(=O)c1ccc(NC(=O)CCc2ccc(C)o2)cc1	-5%	-13	2%	0%	11%	2%	2	?	6%
C[C@@H]1CN([C@@H](C)CO)C(=O)c2c(c3ccccc3n2C)-c2ccccc2CO[C@H]1CN(C)S(=O)(=O)c1ccc(C(F)(F)F)cc1	-1%	3	-1%	-7%	.	-4%	3	14	-1%
C=CCSc1nsc(NC(=O)Nc2ccc(F)cc2)n1	-4%	0	2.9µM*	21µM*	156%	16µM*	-1	-88*	?
NC(=O)C1CCCCc2c1[nH]c1ccc(Cl)cc21 (configuration not stated)	2%	3	-13%	14%	-11%	-20%	0	-4	17%
CN(Cc1cnn(C)c1)C(=O)c1sc2cccc(Cl)c2c1Cl	6%	14	-27%	-15%	1%	0%	2	-15	6%
CN1CCN(c2oc(-c3ccccc3Cl)nc2S(=O)(=O)c2ccccc2)CC1	9%	-79*	6%	?	7%	4%	-7	-29	13%
CCCCc1ccc(NC(=O)C2CCCO2)cc1 (configuration not stated)	-5%	14	0%	2%	0%	4%	6	-11	5%
COc1ccc(CNC(=O)C23CC4CC(CC(Br)(C4)C2)C3)cc1	7%	1	-16%	9%	-79%[inhibitor]	-2%	-15	-10	-6%
Cc1cc(C(=O)CN2C(=O)NC(Cc3c[nH]c4ccccc34)C2=O)c(C)n1C (configuration not stated)	-5%	4	4%	-22%	4%	3%	0	-14	19%
CC1(C(=O)O)CCC(C(=O)NNC(=O)c2ccccc2O)C1(C)C (configuration not stated)	-1%	19	1%	-8%	?	2%	5	16	7%
CCOC(=O)c1ccc(-c2c(-c3ccccc3OC)sc3cc4c(cc23)OCO4)cc1F	-1%	-1	3%	-3%	1%	?	-17	56	-10%
O=C(NC1CCCC1)C(c1ccc(F)cc1)N(C(=O)c1csnn1)C1CC1 (configuration not stated)	4%	12	-13%	?	-10%	0%	4	-7	-1%
CN(C)C(=O)CSc1ncnc2scc(-c3ccccc3)c12	?	4	-13%	-26%	28%	-24%	3	-12	1%
Cc1ccc(C(=O)OCC(=O)Nc2ccc(Cl)cn2)cc1S(=O)(=O)N1CCOCC1	-20%	-6	3%	2%	-4%	-2%	3	5	3%
O=C(NCc1ccccc1)C(c1ccc(F)cc1)N(Cc1ccco1)C(=O)c1ccccn1 (configuration not stated)	0%	6	-3%	?	3%	-3%	1	-9	-18%
CCN(CC)c1nc(C)c2c(c1C#N)CC(C)(C)OC2	2%	20	-11%	-8%	0%	-14%	4	-4	14%
CCCOC(=O)CSc1nnc(-c2ccccc2Cl)o1	8%	9	7%	0%	-9%	8%	3	14	11%
O=C(COC(=O)CNS(=O)(=O)c1ccc(Cl)cc1)NC1CCCCC1	9%	-2	16%	18%	-4%	15%	-5	23	18%
CC(C)(C)c1ccc(C(=O)NCC(=O)N2CCNC(=O)C2)cc1	11%	-3	9%	0%	-5%	3%	-5	-2	5%
Cc1nonc1OCCNC(=O)C12CC3CC(CC(C3)C1)C2	-7%	-25	-8%	23µM*	?	-4%	-6	-6	-9%
COC(=O)C1=C(C(=O)OC)SC2(S1)C(C(=O)OC)=C(C(=O)OC)SC1=C2c2cc(C)ccc2NC1(C)C	-1%	-16	-22%	1%	3%	-14%	1	-21	-3%
CC=CCn1c(SCc2ccccc2)nc2c1c(=O)[nH]c(=O)n2C	?	-4	1%	9%	.	0%	3	41	0%
Cc1cc(OC(=O)c2ccc(C)c(C)c2)c([N+](=O)[O-])c(=O)[nH]1	-8%	5	3%	-1%	-15%	11%	0	0	3%
COc1cc(CNCCSc2nnnn2C)cc(Cl)c1OCc1ccccc1	-1%	.	.	12%	.	.	-11	.	?
Cc1ccc(S(=O)(=O)Nc2ccc(Cl)cn2)cc1C	10%	-2	6%	27%	-15%	0%	2	6	-3%
Cc1c(-c2ccccc2)nnn1-c1ccc(F)cc1F	7%	-17	-6%	-16%	0%	-1%	-17	?	-4%
CCOC(=O)c1c(NC(=O)c2ccc(S(=O)(=O)N(C)CC3CCCO3)cc2)sc2c1CC(C)(C)NC2(C)C (configuration not stated)	7%	13	1%	?	-2%	8%	1	-17	1%
COC(=O)NNC(=S)NCc1ccccc1	13%	-1	1%	-2%	1%	1%	1	12	-4%
COc1cc(C2c3c(oc4ccccc4c3=O)C(=O)N2CCN2CCOCC2)cc(OC)c1OC (configuration not stated)	0%	?	19%	?	-1%	9%	1	28	23%
CN(C(=O)CSc1nnc(-c2ccccc2F)o1)c1ccccc1	11%	-21	3%	-29%	-10%	7%	0	-10	0%
COc1cccc(CC(=O)NC2CCCN(Cc3ccccc3F)C2)c1 (configuration not stated)	-4%	-4	13%	24%	-3%	16%	-12	0	4%
CCc1noc(C)c1C(=O)Nc1ncc(C)s1	-3%	12	10%	11%	-13%	5%	9	4	-4%
O=C(NCC1CCCO1)c1cc([N+](=O)[O-])ccc1Cl (configuration not stated)	3%	-1	13%	5%	-14%	13%	9	-17	9%
O=C(CSc1nnc(Cc2cc(=O)[nH]c(=O)[nH]2)n1-c1ccccc1)N1CCCCC1	-1%	9	10%	0%	1%	5%	4	37	8%
CCCCCC(=O)NNC1CC(=O)N(c2cccc(OCC)c2)C1=O (configuration not stated)	0%	-2	6%	11%	-30%	-6%	15	-4	3%
COc1ccc(-c2cc([C@H]3[C@H]4C=CC[C@@H](C)[C@@H]4C(=O)N3Cc3ccccc3)ccc2F)cc1	1%	-28	?	?	-8%[9.22 µM]	?	-58	10	16µM*
Cc1cccc(N2CCN(C(=O)COc3ccc4ccc(=O)oc4c3)CC2)c1C	-6%	14	3%	-26%	-4%	-22%	4	-7	-10%
COc1ccc(OC)c(NC(=O)c2nnn(Cc3ccccc3C)c2N)c1	25%	-5	.	-19%	18%	.	5	-19	9.2µM*
Cn1c(-c2ccc(C(F)(F)F)cc2)cc2onc(-c3ccccc3)c2c1=O	5%	41	12%	20%	-12%	14%	15	25	-7%
Cc1cc(/C=C2/C(=O)N(C)C(=S)N2C)c(C)n1C1CC1	-1%	15	11%	-6%	-4%	9%	-4	-11	?
CC(C)(C(=O)O)n1cncn1	-1%	6	-14%	15%	-5%	11%	-1	23	11%
COc1cc(CCC(=O)Oc2ccc(C(C)=O)cc2)cc(OC)c1OC	-6%	31	-7%	-1%	?	1%	3	20	22%
O=C(CN(c1cccc(Cl)c1)S(=O)(=O)c1ccc(Cl)cc1)N1CCc2ccccc2C1	0%	2	17%	-4%	?	12%	3	4	3%
O=C(O)/C=C/C(=O)NCCc1cccc(Cl)c1	-5%	11	8%	3%	-48%[inhibitor]	3%	5	1	0%
CCOc1ncccc1C(=O)OC(C)C(=O)Nc1ccc(N2CCOCC2)cc1 (configuration not stated)	?	7	0%	13%	-4%	7%	-1	13	1%
COc1ccc(NC(=O)N(C)C[C@H]2Oc3c(NS(=O)(=O)c4ccc(F)cc4)cccc3C(=O)N([C@H](C)CO)C[C@@H]2C)cc1	10%	-7	5%	7%	-10%[9.22 µM]	10%	-11	0	0%
c1ccc(-c2csc3ncnc(NCc4ccccn4)c23)cc1	-2%	27	-2%	?	0%	-5%	13	41	-23%
COc1ccc(C(=O)/C=C/C(=O)N(CC(=O)NC2CCCCC2)Cc2ccccc2OC)c(O)c1	8%	9	?	15µM*	3.3µM*	?	-5	-100*	?

Some of these compounds in order of length of the SMILES, smallest number first:
SMILES	GLP1R ag	DRD3 antagonist	HT1080 IDH1KD tx	KB-V1 cytotox	SW480 rerep	HT1080NT lethal	DRD3 agonist	IL1B secr inh	KB-3-1 cytotox
c1ccc(-c2csc3ncnc(NCc4ccccn4)c23)cc1	-2%	27	-2%	?	0%	-5%	13	41	-23%
CCOC(=O)c1ccc(-c2c(-c3ccccc3OC)sc3cc4c(cc23)OCO4)cc1F	-1%	-1	3%	-3%	1%	?	-17	56	-10%
COC(=O)C1=C(C(=O)OC)SC2(S1)C(C(=O)OC)=C(C(=O)OC)SC1=C2c2cc(C)ccc2NC1(C)C	-1%	-16	-22%	1%	3%	-14%	1	-21	-3%

Screening results (PubChem)
